MrgX1 antag: blocks BAM8-22 activation of human MrgX1 receptor. MRGX1-HEK293 calcium flux, Fluo-4, BAM8-22 antagonism; active compounds read low. Q96LB2. 310,000 tested, 1.3% active. B-score at 10 µM;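 active = calcium-response B-score plate-corrected more than 3 library SD below zero, starting fluorescence within 5 deviations, no agonist response on first addition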;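 also: peak minus trough fluorescence over baseline after final BAM8-22 challenge near maximal dose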
MrgX1 allo act: human MrgX1 positive allosteric modulation, primary screen; Q96LB2; MrgX1-HEK293, Fluo-4 calcium flux, FDSS; active compounds read high; B-score at 10 µM; 310,000 tested, 0.63% active;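 active = plate-corrected calcium response at least 3 library SD above typical, normal starting fluorescence, not activating the receptor alone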;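 also: compound read alongside a low EC10 to EC30 dose of BAM8-22 agonist; peak minus trough fluorescence over baseline measured at the second addition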
TRPC6 inh: mouse TRPC6 channel inhibition; Q61143; HEK293-TRPC6, membrane potential dye, ACh-evoked depolarization; active compounds read low; B-score at 10 µM; 310,000 tested, 1.1% active; AID 2553;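 active = B-score under library mean minus 3 SD, initial fluorescence not abnormally high, positive integrated signal ratio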;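 also: B-score derived from integrated fluorescence ratio over the kinetic read; more negative B-score means stronger inhibition of depolarization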
Target sequence (Q61143 whole entry, looked up): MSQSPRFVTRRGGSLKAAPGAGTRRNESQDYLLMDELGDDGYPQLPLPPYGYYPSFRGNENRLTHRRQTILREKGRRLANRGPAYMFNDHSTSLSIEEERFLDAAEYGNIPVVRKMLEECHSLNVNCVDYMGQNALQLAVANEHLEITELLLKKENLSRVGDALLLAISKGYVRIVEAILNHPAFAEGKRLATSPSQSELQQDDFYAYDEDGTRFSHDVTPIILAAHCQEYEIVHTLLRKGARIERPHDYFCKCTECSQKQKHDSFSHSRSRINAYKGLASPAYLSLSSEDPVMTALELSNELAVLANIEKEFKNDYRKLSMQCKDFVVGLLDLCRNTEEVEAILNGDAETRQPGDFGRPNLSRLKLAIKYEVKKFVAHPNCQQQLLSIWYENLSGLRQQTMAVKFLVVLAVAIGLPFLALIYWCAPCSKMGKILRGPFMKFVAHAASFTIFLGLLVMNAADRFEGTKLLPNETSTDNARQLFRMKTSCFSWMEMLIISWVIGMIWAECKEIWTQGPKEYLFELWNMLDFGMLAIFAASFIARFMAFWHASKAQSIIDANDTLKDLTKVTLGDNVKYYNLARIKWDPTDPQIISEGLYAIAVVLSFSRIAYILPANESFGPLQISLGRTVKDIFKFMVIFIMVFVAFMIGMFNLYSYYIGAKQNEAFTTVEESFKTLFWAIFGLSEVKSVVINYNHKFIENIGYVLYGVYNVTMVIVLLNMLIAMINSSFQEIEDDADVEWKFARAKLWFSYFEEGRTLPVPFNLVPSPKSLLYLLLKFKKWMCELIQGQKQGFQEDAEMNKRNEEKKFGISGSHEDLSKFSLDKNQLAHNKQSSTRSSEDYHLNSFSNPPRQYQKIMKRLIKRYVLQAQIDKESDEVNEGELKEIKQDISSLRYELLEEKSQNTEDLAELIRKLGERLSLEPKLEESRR
HDAC3 inhib: human HDAC3 inhibition. O15379. recombinant HDAC3, fluorogenic peptide/trypsin coupled, fluorescence. inhibition, % at 8.3 µM. 320,000 tested, 0.15% active; in the data active = inhibition above about 26%, passing the limit was not always enough; inconclusive = no clear call, values can overlap the other calls
RGS4 act: RGS4 potentiation or activation | HEK293 M3R/inducible RGS4, carbachol calcium flux Fluo4; active compounds read low | B-score at 10 µM | 310,000 tested, 0.92% active;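 active = B-score of the integrated calcium signal more than 4 SD below the library mean, with starting fluorescence not abnormally high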;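 also: negative B-score means reduced calcium response which marks RGS4 activation or potentiation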
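Also added: carbachol at ECmax as muscarinic agonist stimulus; Assay system: HEK293 cells with stable M3R and inducible RGS4; Timing: overnight RGS4 induction, 30 min dye load 37 °C, 20 min compound RT; Measured by: Fluo4-AM (2 µM) calcium-flux fluorescence, kinetic read.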
ANO1 activ: activates or potentiates the mouse TMEM16A chloride channel | B-score at 10 µM | 340,000 tested, 0.3% active | Q8BHY3 | AID 623877 | HEK293 TMEM16A/YFP-H148Q/I152L, iodide quench fluorescence; active compounds read low;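 active = fluorescence-ratio B-score plate-corrected deviation score at least 3 library SD below zero, with starting fluorescence score within 5 deviations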;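 also: channel opened by trigger with iodide after compound preincubation; score built on the fluorescence ratio of max minus min over baseline; more negative score means more quench and so TMEM16A activation or potentiation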
MrgX1 ag: agonists of human MrgX1 receptor; B-score at 10 µM; 310,000 tested, 0.44% active; MrgX1-HEK293 cells, Fluo-4 calcium fluorescence, agonist mode; active compounds read high;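 active = calcium response B-score plate-corrected fluorescence ratio at least 3 library SD, with starting fluorescence B-score inside 5 SD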
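Material: HEK293 cells stably expressing human MrgX1 receptor | Quantity: 15,000 cells per well | Times: Cells plated overnight, dye loaded 0.5 h 37 °C, 0.5 h room temperature | Measured by: Kinetic Fluo-4 NW fluorescence of intracellular calcium | Control set: Positive and negative controls per plate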
ANO1 block: inhibitors of mouse TMEM16A calcium-activated chloride channel; Q8BHY3; HEK293 TMEM16A/YFP iodide influx fluorescence, ionomycin; normalized B-score (activity score, 25-100; higher = stronger inhibition) at 10 µM; 310,000 tested, 1.2% active; AID 588511;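 active = ratio plate-corrected score three or more library SD toward inhibition, starting fluorescence score within five deviations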;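 also: score derived from kinetic fluorescence span divided by baseline fluorescence per well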
TRPC6 act: activates the mouse TRPC6 cation channel; Q61143; HEK293-TRPC6 membrane potential dye fluorescence; active compounds read high; B-score at 10 µM; 310,000 tested, 0.13% active; AID 2550;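 active = B-score of the integrated fluorescence ratio above library mean plus 3 SD, and starting fluorescence ratio within library mean plus 5 SD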;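 also: higher score means more depolarization so channel activation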
RGS4 block: human RGS4 inhibition. 310,000 tested, 0.45% active. P49798. B-score at 10 µM. HEK293 M3R/RGS4 inducible, Fluo-4 calcium flux; active compounds read high; triggered by carbachol at its EC20;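 active = B-score, a plate-corrected calcium signal, over three deviations above library mean, with baseline fluorescence within five deviations of library mean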;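 also: RGS4 expression induced by doxycycline in cells with stable M3 receptor; B-score is computed from the integrated fluorescence ratio over baseline after carbachol; higher B-score means a larger calcium signal and so more RGS4 inhibition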
SKKanGAS inh: SKKanGAS growth inhibition. S. pyogenes SKKanGAS, kanamycin growth, BacTiter-Glo, 6 h. AID 1662. inhibition, % at 7.5 µM. 300,000 tested, 1.3% active;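 active = mean replicate score, as percent of positive control median, at least 50; inconclusive = mean below 50 but one replicate at or above 50; inactive = mean and every replicate below 50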;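 also: strain carries kanamycin resistance gene driven by streptokinase promoter and grows in 40 µg/ml kanamycin; loss of luminescence reflects streptokinase promoter inhibition or plain growth inhibition; 0% = median of DMSO wells and 100% = positive control at its reference dose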
* hit, by the source's call; i = inactive; ? = inconclusive; · = no result given. Random draw from the library; 6.7% or so of the library scored in one or more.

SMILES	SKKanGAS inh	MrgX1 allo act	ANO1 block	RGS4 block	MrgX1 ag	MrgX1 antag	HDAC3 inhib	TRPC6 act	RGS4 act	TRPC6 inh	ANO1 activ
CC1CN(c2ccc([N+](=O)[O-])cc2C#N)CC(C)O1 (stereo unspecified)	-13	i	i	i	i	i	5	i	i	i	i
O=C(NCC1CCCO1)C(=Cc1cccc([N+](=O)[O-])c1)C(=O)NCC1CCCO1 (stereo unspecified)	5	i	i	i	i	i	-6	i	i	i	i
S=c1[nH]nc(-c2ccncc2)n1/N=C/C(Cl)=C\c1ccccc1	12	i	i	9.8*	i	i	-1	i	i	i	i
Cc1c(C=O)c(C=O)c(C)n1Cc1ccccc1	-4	i	i	i	i	i	0	i	i	i	i
Nc1nc(Nc2ccccc2F)nc(N2CCOCC2)c1[N+](=O)[O-]	1	i	i	i	i	i	0	i	i	i	i
Cc1ccc(Sc2ncccc2NC(=O)c2ccccc2Cl)cc1	7	i	i	i	i	i	2	i	i	i	i
CCCC1=Nc2cc(C(=O)N3CCC(C(N)=O)CC3)ccc2Sc2ccccc21	1	i	i	i	i	i	-4	i	i	i	i
O=S1(=O)CCN2C(Cc3ccc(SC(F)F)cc3)=CSC2=N1	-2	i	i	i	i	i	6	i	i	i	i
CCCCN(CCCNC(=O)C1CCCN(S(=O)(=O)CCC)C1)Cc1ccccc1 (stereo unspecified)	-1	i	i	i	i	i	1	i	i	i	i
CCOC(=O)CCS(=O)(=O)c1nc(-c2ccccc2)cc(C(F)(F)F)n1	6	i	i	i	i	i	-17	i	i	i	i
COc1cc(/C=C(\C#N)C(=O)NC(C)C)ccc1OCc1ccc(C(=O)O)cc1	11	i	i	i	i	i	·	i	i	i	i
CCOc1ccc(NC(=O)N2CC=C(n3c(=O)[nH]c4ccccc43)CC2)cc1	1	7.2*	i	i	i	i	14	i	i	i	i
COc1ccccc1N(CC(=O)NC(C)(C)C)C(=O)Cn1nnc(-c2ccc(C)o2)n1	-3	i	i	i	i	i	0	i	i	i	i
CCCCn1c(N)c(N(CCOC)C(=O)C2CCN(C(=O)c3ccc(Cl)cc3)CC2)c(=O)[nH]c1=O	1	i	i	i	i	i	1	i	i	i	i
CCOC(=O)C(C)Sc1nc(=O)n2cccc(C)c2n1 (stereo unspecified)	24	i	i	i	i	i	-4	i	i	i	i
O=C(COC(=O)c1cccs1)NCc1ccc2c(c1)OCO2	-4	i	i	i	i	i	-4	i	i	i	i
COc1cccc(N2[C@@H](CC(=O)O)c3ccccc3S2(=O)=O)c1	4	i	i	i	i	i	6	i	i	i	i
O=C(CN1CCN(C(=O)c2cccc(F)c2)CC1)Nc1ccccc1F	-1	i	i	i	i	i	-3	i	i	i	i
Oc1c(C(Nc2nccs2)c2ccc(C(F)(F)F)cc2)ccc2cccnc12 (stereo unspecified)	91*	·	·	i	·	·	·	i	i	i	i
Cc1ccc(N2C(=O)N(CC(=O)Nc3ccc(C)cc3Cl)C(=O)C2C)cc1 (stereo unspecified)	1	i	i	i	i	-10*	-6	i	i	i	i
Cc1cc(C)c(NC(=O)COC(=O)Cc2ccsc2)c(C)c1	-6	i	i	i	i	i	-2	i	i	i	i
CN(C)c1ccc(/C=N/NC(=O)CCC(=O)NCc2ccccc2)cc1	-3	i	i	i	i	i	-8	i	i	i	i
CC(=O)Nc1cccc(C(=O)OC(C)C(=O)Nc2ccc(S(=O)(=O)N3CCCC3)cc2)c1 (stereo unspecified)	-14	i	i	i	i	i	-5	i	i	i	i
CCOC(=O)c1nc(-c2ccc3c(c2)OCO3)[nH]c1C	1	i	i	i	i	i	·	i	i	i	i
CCN(CC)S(=O)(=O)c1cccc(-c2nnc(SCC(=O)NC)n2N)c1	-1	i	i	i	i	i	8	i	i	i	i
CC(=O)c1sc(N/N=C/c2cccc([N+](=O)[O-])c2)nc1C	-1	i	i	i	i	i	-11	i	i	i	i
CCOC(=O)c1c(-c2ccc(OC)cc2)oc2cc(Br)c(O)cc12	6	i	i	i	i	i	-10	i	i	i	i
COc1ccc(CNc2nc(=S)[nH]c3cc(OC)c(OC)cc23)cc1	-2	i	i	i	i	i	8	i	i	i	i
CCCCCC(=O)Nc1ccc2oc(-c3ccncc3)nc2c1	1	i	i	i	i	i	-8	i	i	i	i
Cc1cccc(-c2nnc(SCc3ccc(C#N)cc3)n2Cc2ccco2)c1	-4	i	i	i	i	i	-2	i	i	i	i
Cc1onc(-c2ccccc2Cl)c1C(=O)OCC(=O)c1ccccc1	-3	i	i	i	i	i	0	i	i	i	i
Cc1ccc2[nH]c(C)c(CCNC(=O)NC3CCCCC3)c2c1	·	i	i	i	i	i	-1	i	i	i	i
CC(C)NC(=O)COc1coc(CN2CCN(C(=O)c3ccco3)CC2)cc1=O	0	i	i	i	i	i	-1	i	i	i	i
CCn1cc(C(=O)NCCCOC)c(=O)c2cc(S(=O)(=O)N(C)C3CCCCC3)ccc21	-3	i	i	i	i	i	5	i	i	i	i
O=C(c1cc(-c2ccc(Cl)cc2)n(-c2ccc(Cl)c(Cl)c2)n1)N1CCOCC1	13	i	i	i	i	i	3	i	i	i	i
O=C(/C=C1\NC2(CCCC2)Cc2ccccc21)N1CCOCC1	1	i	i	i	i	i	0	i	i	i	i
CCCCNS(=O)(=O)c1cccc(S(=O)(=O)N2CCCC2)c1	-1	i	i	i	i	i	7	i	i	i	i
CC(C)Cn1c(N)c(C(=O)CSc2ncccn2)c(=O)n(C)c1=O	-7	i	i	i	i	i	8	i	i	i	i
CC(C)C[C@H](NC(=O)Nc1ccccc1F)C(=O)O	-10	i	i	i	i	i	-4	i	i	i	i
CC(=O)Nc1ccc(NC(=O)C2CCCN2S(=O)(=O)c2cccc(C(F)(F)F)c2)cc1 (stereo unspecified)	0	i	i	i	i	i	?	i	i	i	i
Cc1ccc(S(=O)(=O)c2c(N)n(NC(=O)c3ccccc3C)c3nc4ccccc4nc23)cc1	17	i	i	i	i	i	-6	i	i	i	i
O=C(CSc1nc2ccccc2c(=O)n1-c1ccc(F)cc1)Nc1cc(S(=O)(=O)N2CCOCC2)ccc1Cl	13	i	i	i	i	i	1	i	i	i	i
Cc1onc(-c2c(Cl)cccc2Cl)c1NC(=O)N1CCSCC1	-4	i	i	i	i	i	-12	12*	i	i	i
COc1cc(N(C)C)c([N+](=O)[O-])cc1C(=O)N1CCOCC1	-6	i	i	i	i	i	-5	i	i	i	i
CCCSc1ccccc1C(=O)N1CCN(C(=O)c2ccco2)CC1	-5	i	i	i	i	i	13	i	i	i	i
Cc1cc(C)n(C(=O)CNC(=O)CCc2ccccc2)n1	-2	i	i	i	i	i	-4	i	i	i	i
CCOc1cc(C2C(C(C)=O)=C(O)C(=O)N2CCc2c[nH]c3ccccc23)ccc1O (stereo unspecified)	-16	i	i	i	i	i	-1	i	i	i	i
O=S(=O)(c1ccc(Cl)cc1)N1CCC2(CC1)CO2	2	i	i	i	i	i	-2	i	i	i	i
CC(Oc1cccc(Cl)c1)C(=O)Nc1cc(S(=O)(=O)N2CCCCC2)ccc1N1CCOCC1 (stereo unspecified)	-10	i	i	i	i	i	2	i	i	i	i
S=c1nc(-c2ccccc2)[nH]c2ccccc12	3	i	i	i	i	i	-11	i	i	i	i
Cc1cccc(N2CCN(C(=O)/C=C/c3ccco3)CC2)c1C	3	i	i	i	i	i	-5	i	i	i	i
Cc1nc(-c2ccc(Cl)cc2)sc1C1(C)CC(c2ccc(OC(F)(F)F)cc2)=NO1 (stereo unspecified)	5	i	i	i	i	i	-4	i	i	i	i
O=C1c2cccnc2C(=O)N1Cc1ccc(S(=O)(=O)NCc2ccco2)cc1	1	i	i	i	i	i	?	i	i	i	i
CCc1ccc(CCN2C(=O)c3ccccc3C2=O)nc1	-8	i	i	i	i	i	-5	i	i	i	i
CC(Oc1ccc(Cl)cc1)C(=O)Nc1nccs1 (stereo unspecified)	-6	i	i	i	i	i	0	i	i	i	i
Cc1nc(-c2ccc(F)cc2)c(CC(=O)N(C)CC(=O)Nc2ccc(Br)cc2C)s1	-4	i	i	i	i	i	-4	i	i	i	i
COc1ccc(-n2cnc3cc(NS(=O)(=O)c4ccccc4)ccc32)cc1	2	i	i	i	i	i	4	i	i	i	i
COc1cc(NS(=O)(=O)c2ccc(N/C=C(\C#N)c3nc4cc(Cl)ccc4o3)cc2)nc(OC)n1	28	i	100*	i	i	i	7	i	i	i	i
CC(=O)N(CCc1ccccc1C)Cc1cc2cc(C)ccc2[nH]c1=O	-2	i	i	i	i	i	-7	i	i	i	i
CC(CCc1ccccc1)NC(=O)/C=C/c1ccc(Cl)cc1 (stereo unspecified)	-3	i	i	i	i	i	3	i	i	i	i

Following part
SMILES	SKKanGAS inh	MrgX1 allo act	ANO1 block	RGS4 block	MrgX1 ag	MrgX1 antag	HDAC3 inhib	TRPC6 act	RGS4 act	TRPC6 inh	ANO1 activ
CCN(CC)S(=O)(=O)c1ccc(S(=O)(=O)N2CCC(C(=O)NC3CCN(Cc4ccccc4)CC3)CC2)cc1	1	i	i	i	i	i	-1	i	i	i	i
CC(=O)c1c(C)[nH]c(C(=O)COC(=O)CNS(=O)(=O)c2ccccc2)c1C	12	i	i	i	i	i	0	i	i	i	i
O=C(c1cccnc1)n1nc(NCc2ccccc2)nc1NCc1ccccc1	-5	i	i	i	i	i	10	i	i	i	i
CSc1nnc(C(C)c2ncc(C(F)(F)F)cc2Cl)n1C (stereo unspecified)	-6	i	i	i	i	i	-5	i	i	i	i
O=C(CSc1nnc(-c2ccncc2)n1Cc1ccco1)N1c2ccccc2Sc2ccc(Cl)cc21	22	i	i	i	i	i	4	i	i	i	i
COc1ccc(NC(=S)NCc2ccc(F)cc2)c(OC)c1	-5	i	i	i	i	i	12	i	i	i	i
Cc1cc(C)c(S(=O)(=O)Nc2ccc(C(N)=O)cc2)c(C)c1	-9	i	i	i	i	i	?	i	i	i	i
